L3MBTL1 block: qHTS Assay for the Inhibitors of L3MBTL1 | 230,000 tested, 0.66% active | AID 485360, 2010 | Lethal(3)malignant brain tumor-like protein 1 (Homo sapiens), Q9Y468 | Potency, µM (series often up to 57.1 µM), for inactives: at the highest dose activity, negative = inhibition, usual class: inhibitors | AlphaScreen L3MBTL1–H3K9me1 peptide binding; also: nearly all actives have a fitted effect of over 60% in size
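First, the protein-peptide complex forms for 30 min at room temperature (L3MBTL1 50 nM, biotinylated H3K9me1 peptide 75 nM). Next, compounds are pin-transferred and incubated 30 min. Finally, AlphaScreen beads are added and read after 30 min.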
JMJD2E inh: qHTS Assay for Inhibitors of Human Jumonji Domain Containing 2E (JMJD2E); AID 2147, 2009; 230,000 tested, 1.6% active; Lysine-specific demethylase 4E (Homo sapiens), B2RXH2; Potency, µM (titrated, usually from 57.1 µM), inactives show at the top dose activity change, negative = inhibition, most hits filed as inhibitors; JMJD2E catalytic domain, FDH-coupled NADH fluorescence (FDH is formaldehyde dehydrogenase); active = well fitted inhibition curve with a large enough effect, not every such curve was filed as active; inconclusive = small, poorly fitted or top-dose-only effect, or another doubt; inactive = no such curve, though single readings can be large or run the other way;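 also: 0% = wells with enzyme and -100% = buffer wells without enzyme; nearly all actives have a fitted effect of over 50% in size; many of its hits are not listed in these tables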
Target sequence (B2RXH2 1-337 limits assumed): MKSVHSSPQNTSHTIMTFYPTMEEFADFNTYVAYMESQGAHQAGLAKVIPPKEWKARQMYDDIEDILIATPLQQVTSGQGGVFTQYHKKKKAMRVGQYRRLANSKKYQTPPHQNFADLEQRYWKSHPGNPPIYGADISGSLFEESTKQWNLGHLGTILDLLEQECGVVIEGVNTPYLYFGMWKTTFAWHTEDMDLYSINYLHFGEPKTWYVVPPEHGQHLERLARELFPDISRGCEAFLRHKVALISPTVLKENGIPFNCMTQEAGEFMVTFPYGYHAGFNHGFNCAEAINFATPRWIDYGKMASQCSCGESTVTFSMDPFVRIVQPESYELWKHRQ
Tau ThT inhib: qHTS for Inhibitors of Tau Fibril Formation, Thioflavin T Binding | recombinant tau K18 P301L, heparin-induced fibrillization, ThT fluorescence | Potency, µM (highest dose often 57.4 µM), for the others: at the highest dose activity, negative = inhibition, usual class: inhibitors | 270,000 tested, 2.1% active; also: nearly all actives have a fitted effect of over 55% in size
Target sequence (P10636 561-689 P618L limits assumed): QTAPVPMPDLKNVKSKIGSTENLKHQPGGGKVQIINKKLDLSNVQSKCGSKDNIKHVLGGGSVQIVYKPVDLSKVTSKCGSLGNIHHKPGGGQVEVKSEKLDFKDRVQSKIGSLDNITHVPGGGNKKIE
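ThT emission at 510 nm, taken 1 hr after adding 30 uM dye, quantifies aggregates formed when 20 uM heparin acts on human tau K18 P301L for 6 hr at 37 C.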
TRb SRC2 PPI: qHTS for Inhibitors of the Interaction of Thyroid Hormone Receptor and Steroid Receptor Coregulator 2. TRbeta-SRC2 peptide binding, fluorescence polarization; receptor liganded with 1 µM T3. AID 1469, 2008. 280,000 tested, 0.065% active. Thyroid hormone receptor beta (Homo sapiens), P10828. Potency, µM (series often up to 106 µM), for the others: top-dose activity change, negative = inhibition, usual class: inhibitors;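 also: plate controls were bound peptide for no effect and peptide without receptor for full effect; nearly all actives have a fitted effect of over 50% in size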
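Read-out is fluorescence polarization (555 nm excitation, 632 nm emission) of a Texas Red SRC2 coactivator peptide; loss of signal reflects blocked binding to human TRb ligand-binding domain in the presence of 1 uM T3.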
GoLoco inh red: qHTS Assay for Inhibitors of RGS12 GoLoco Motif Activity (Red Fluorophore). Guanine nucleotide-binding protein G(i) subunit alpha-1 (Homo sapiens), P63096. Gai1:RGS12 GoLoco peptide FP, rhodamine, 10 min. Potency, µM (highest dose often 61.6 µM), for inactives: at the highest dose activity, negative = inhibition, usual class: inhibitors. 230,000 tested, 0.44% active; active = well fitted inhibition curve with a large enough effect, not every such curve was filed as active; inactive = no such curve, though single readings can be large or run the other way; also: nearly all actives have a fitted effect of over 30% in size; many of its hits are not listed in these tables
Target sequence (P63096 whole entry, looked up): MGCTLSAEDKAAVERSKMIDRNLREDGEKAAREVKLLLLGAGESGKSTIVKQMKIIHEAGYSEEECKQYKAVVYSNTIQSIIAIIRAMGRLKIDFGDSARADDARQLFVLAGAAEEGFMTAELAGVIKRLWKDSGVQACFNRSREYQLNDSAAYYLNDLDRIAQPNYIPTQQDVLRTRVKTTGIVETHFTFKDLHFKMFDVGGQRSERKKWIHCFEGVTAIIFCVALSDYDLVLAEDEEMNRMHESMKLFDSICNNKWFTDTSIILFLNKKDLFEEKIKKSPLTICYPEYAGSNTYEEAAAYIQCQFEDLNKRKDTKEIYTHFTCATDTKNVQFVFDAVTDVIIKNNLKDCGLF
Tau fibril FP: qHTS for Inhibitors of Tau Fibril Formation, Fluorescence Polarization | Microtubule-associated protein tau (Homo sapiens), P10636 | K18 P301L tau heparin fibrillization, Alexa594 FP, 6 h | Potency, µM (top dose mostly 57.7 µM), for inactives: top-dose activity, negative = inhibition, most hits filed as inhibitors | 280,000 tested, 0.39% active | AID 1468, 2008; also: nearly all actives have a fitted effect of over 55% in size
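K18 P301L tau (15 uM unlabeled/0.24 uM Alexa 594-labeled, final) + compound + heparin 20 uM final; 100 mM NaOAc pH 7; 6 hr 37 C; ThT 30 uM final added, 1 hr RT; FP ex 555/em 632 nm.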
RECQ1 inh: qHTS Assay for Inhibitors of RecQ-Like Dna Helicase 1 (RECQ1); ATP-dependent DNA helicase Q1 (Homo sapiens), P46063; RECQ1 DNA unwinding, red fluorescence kinetic read; Potency, µM (titrated, usually from 57.3 µM), for the others: top-dose activity, negative = inhibition, usual class: inhibitors; 240,000 tested, 0.54% active;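 also: plate controls were vehicle for no effect and no enzyme for full effect; nearly all actives have a fitted effect of over 30% in size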
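RECQ1T1 50 nM; forked duplex (20 bp + 30-nt ss tails) 200 nM, ATP 2 mM final; pH 8.0, 2 mM MgCl2, 2.5 ug/ml poly(dI-dC); 15 min compound preincubation; discontinuous kinetic read over 2 h at RT.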
TR SRC2 fluor cs: Total Fluorescence Counterscreen for Inhibitors of the Interaction of Thyroid Hormone Receptor and Steroid Receptor Coregulator 2; 280,000 tested, 0.29% active; Potency, µM (top dose mostly 106 µM), for inactives: top-dose fluorescence change, negative = quenching; TRb/SRC2 Texas Red total fluorescence interference; active = well fitted curve in either direction with a large enough effect; inconclusive = small, poorly fitted or top-dose-only effect
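Flags fluorescent or light-absorbing compounds by total fluorescence, S + 2P, at 555 nm excitation and 632 nm emission. Mixture: 20 nM Texas Red SRC2 peptide, 0.6 uM human TRb LBD, 1 uM T3, 5% DMSO; compound exposure 5 h at ambient temperature.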
The depositor's hits bear a star; i = inactive; ? = inconclusive; . = not tested or not shown; [ ] = another dose, or the depositor's remark. Unless noted, calls follow the shape of the dose curve; as a rule, active = well fitted curve in the direction sought with a large enough effect; inconclusive = small, poorly fitted or top-dose-only effect, or another doubt; inactive = no such curve, though single readings can be large; an effect the other way counts as inactive or inconclusive. Unless noted, % is scaled to controls: 0 for no effect and ±100 for the full control effect; potency is read from the fitted curve at half-maximal effect. A portion of the library (hit frequency here may not be typical).

SMILES	L3MBTL1 block	JMJD2E inh	Tau ThT inhib	TRb SRC2 PPI	GoLoco inh red	Tau fibril FP	RECQ1 inh	TR SRC2 fluor cs
CCCCC1=CC2=C(OC(C)=O)C(=O)C(C)(OC(=O)C3CCCC3)C(=O)C2=CO1 (centres undefined)	.	-23.6%	28.2µM*	8.4%	12.6%	?	-5.6%	-1.1%
O=C(Cc1ccccc1)NNc1ccc2ccccc2c1	-9.1%	25.1µM*	-5.9%	5.6%	6.7%	10.0%	-10.4%	2.1%
CCCCC(O)(CCCC)C(=O)N/N=C(\C)c1ccc(Cl)cc1	9.3%	3.8%	-11.6%	5.8%	-1.7%	8.1%	i	-3.7%
CCN(C(=O)c1coc(=O)c2ccccc12)c1cc(OC)ccc1OC	-10.0%	10.0%	-10.3%	-9.5%	0.4%	-17.8%	-7.9%	0.8%
COc1cc(/C=N/NC(=S)NCc2ccco2)cc(OC)c1OC	-9.2%	-10.4%	0.8%	3.0%	2.7%	3.9%	-1.5%	8.6%
COc1ccc(CNC(=O)CSc2nc3cccnc3s2)cc1	-0.2%	-5.6%	3.6%	3.4%	-2.0%	-2.3%	i	-1.3%
Cc1cc(C)n(CC(=O)n2c(C)c(C)c3ccccc32)n1	1.6%	12.4%	-3.2%	-7.1%	-8.1%	-1.1%	-0.1%	-2.2%
O=C(c1cccc(C(=O)N(c2ccccn2)C2CCCCC2)c1)N(c1ccccn1)C1CCCCC1	-0.9%	-10.1%	-7.8%	2.9%	0.1%	2.8%	-11.6%	-6.2%
O=C1N/C(=N\N=C\c2cccs2)SC1Cc1ccc(Cl)cc1 (centres undefined)	8.5%	13.1%	-4.6%	0.5%	10.9%	?	1.0%	2.4%
C=CCCCCCCCCC(=O)NNC1CC(=O)N(c2ccccc2)C1=O (centres undefined)	-17.9%	3.7%	-1.5%	-0.5%	-3.6%	-2.8%	-4.9%	-1.8%
Cc1ccc(-n2ccc(=O)c(-c3ccnc(SCc4cccc(Cl)c4)n3)n2)cc1	30.8%	?	9.0%	-2.8%	4.4%	-9.7%	-6.4%	-5.0%
COc1cccc(/C=N/NC(=O)Cn2nc([N+](=O)[O-])cc2C)c1	43.4%[activator]	3.2%	1.1%	-3.0%	2.4%	8.9%	-2.2%	-7.3%
CC(C)OCCCNC(=O)c1ccccc1Oc1ccccc1	.	?	-11.7%	-14.8%	3.1%	0.7%	-5.4%	3.1%
O=C(N/N=C/c1c(O)n(-c2ccccc2Cl)c(=O)c2ccccc12)C1COc2ccccc2O1 (centres undefined)	0.8%	?	?	-22.3%	138.4%[activator]	9.6%	-9.9%	-9.3%
Cc1cc(C(=O)COc2ccc(Cl)cc2Br)c(C)n1C	-26.7%	-13.8%	?	-5.9%	2.8%	-8.6%	-14.2%	3.5%
Cc1c(NC(=O)CCCN2C(=O)c3cccc4cccc(c34)C2=O)c(=O)n(-c2ccccc2)n1C	-6.6%	?	-6.4%	5.1%	-2.3%	2.9%	6.3%	-3.9%
Cc1cc(N2CCN(C)CC2)nc2ccc(NC(=S)N3CCCCCC3)cc12	.	?	-19.4%	-5.2%	-4.8%	-5.5%	i	-0.8%
Cc1ccc(O)c(C(CC(=O)NC2CCCCC2)c2ccccc2)c1 (centres undefined)	.	-5.8%	-2.0%	-3.0%	7.8%	8.1%	-2.3%	1.0%
CCOc1cc(/C=C/C(=O)O)ccc1OCCO	2.8%	?	-5.8%	-8.3%	9.5%	6.3%	-3.2%	-5.9%
CCCc1cc(-c2[nH]ncc2-c2ccc3c(c2)OCCCO3)c(O)cc1O	-24.2%	?	?	10.8%	20.1%	?	i	-1.6%
Cc1n[nH]c(=O)nc1NCc1ccccc1Cl	5.3%	-5.4%	8.4%	0.9%	0.4%	-5.7%	-10.5%	-3.6%
CCC(=O)NCCc1cc2cc(C)c(C)cc2[nH]c1=O	7.0%	?	-14.3%	-18.4%	8.9%	-2.0%	-9.4%	0.4%
Cc1ccc2[nH]c(=O)c(CN(Cc3cccs3)Cc3nnnn3CC3CCCO3)cc2c1 (centres undefined)	7.2%	-2.6%	-5.8%	1.6%	-3.9%	3.9%	-6.6%	-5.3%
C=CCN(CC(=O)O)S(=O)(=O)c1ccccc1C(F)(F)F	25.5%	-3.9%	5.0%	-6.1%	1.2%	5.8%	-4.5%	0.0%
CCn1cc(C(=O)OCC(=O)Nc2cc(Cl)ccc2OC)c(=O)c2ccc(C)nc21	.	.	7.9%	-5.5%	.	-4.2%	.	-1.2%
CC1=NN(C(=O)c2cccnc2)C(O)(C(F)(F)F)C1 (centres undefined)	.	-5.5%	-2.6%	1.0%	3.3%	-4.2%	i	-1.4%
CCN(CC)S(=O)(=O)c1cccc(C(=O)Nc2ccc(Cl)cn2)c1	.	9.7%	-8.0%	-2.4%	3.4%	-9.0%	-2.2%	-4.2%
Cc1ccc(C(=O)Nc2ccccc2C(=O)O)cc1NC(=O)COc1c(C)cccc1C	1.9%	9.7%	-7.2%	2.1%	10.4%	7.2%	i	0.5%
Cc1cc(=O)oc2cc(NC(=O)C3COc4ccccc4O3)ccc12 (centres undefined)	.	?	-16.2%	0.8%	7.4%	-2.0%	-11.3%	-5.4%
CCCC(=O)NCc1cc(-c2nn(C)c(=O)c3ccccc23)ccc1OC	-0.5%[11.4 µM]	?	-1.9%	-5.9%	2.4%	-1.6%	i	-0.4%

Whole records from above. Screens in order: L3MBTL1 block | JMJD2E inh | Tau ThT inhib | TRb SRC2 PPI | GoLoco inh red | Tau fibril FP | RECQ1 inh | TR SRC2 fluor cs
CCn1cc(C(=O)OCC(=O)Nc2cc(Cl)ccc2OC)c(=O)c2ccc(C)nc21 is entered as . | . | 7.9% | -5.5% | . | -4.2% | . | -1.2%
O=C(Cc1ccccc1)NNc1ccc2ccccc2c1 is entered as -9.1% | 25.1µM* | -5.9% | 5.6% | 6.7% | 10.0% | -10.4% | 2.1%
CCN(C(=O)c1coc(=O)c2ccccc12)c1cc(OC)ccc1OC is entered as -10.0% | 10.0% | -10.3% | -9.5% | 0.4% | -17.8% | -7.9% | 0.8%

Additional entries.
SMILES	L3MBTL1 block	JMJD2E inh	Tau ThT inhib	TRb SRC2 PPI	GoLoco inh red	Tau fibril FP	RECQ1 inh	TR SRC2 fluor cs
COc1ccc(NC(=O)C2CCCCN2S(=O)(=O)c2ccc(F)cc2)cc1 (centres undefined)	16.9%	0.3%	5.9%	6.5%	22.6%	0.9%	-3.5%	-1.6%
CC(=O)N1CCCc2cc(S(=O)(=O)N3CCCC(C(=O)Nc4cccc(Cl)c4C)C3)ccc21 (centres undefined)	.	.	-11.9%	-5.9%	.	9.3%	.	-0.1%
CC(C)N1CCc2c(sc(NC(=O)c3cc4cc([N+](=O)[O-])ccc4s3)c2C(N)=O)C1	-21.0%	-2.7%	3.98µM*	-6.5%	8.9%	-2.2%	0.6%	-2.1%
Nc1c(NC(=O)CC[n+]2ccccc2)cccc1[N+](=O)[O-]	2.9%	?	?	0.6%	-3.5%	0.8%	4.6%	-0.3%
CC(=O)Nc1ccc(-c2nnn(CC(=O)c3ccc(F)cc3)n2)cc1Cl	.	-0.5%	3.5%	-0.4%	8.6%	-3.9%	i	-4.6%
Cc1ccc(C(=O)N2CCN3C(=O)c4ccccc4C23c2ccc(Cl)cc2)cc1 (centres undefined)	.	-4.6%	-18.5%	-5.4%	-5.5%	1.4%	i	-1.9%
CCc1cccc(NC(=O)CCSCCC(=O)Nc2cccc(CC)c2)c1	.	0.2%	-19.7%	0.7%	9.5%	-8.8%	-22.2%	-1.0%
CCCCNC(=O)c1nn(-c2ccc(C)cc2)c(=O)n(C)c1=O	.	.	4.9%	6.6%	.	-8.5%	.	-3.2%
COc1ccc(C(=O)Nc2ccc(C(=O)Nc3nccs3)cc2)cc1[N+](=O)[O-]	1.7%	5.9%	?	-1.4%	2.0%	-2.6%	-0.4%	3.5%
COc1ccc(CNC(=O)C2CC(=O)N(c3ccc(OCC(=O)N4CCCCC4)cc3)C2)cc1 (centres undefined)	.	-2.0%	2.9%	0.0%	2.1%	-6.5%	8.9%	-2.1%
COc1cccc(CN(C)C(=O)c2cccnc2SC)c1OC	3.6%	3.2%	-2.1%	-0.2%	5.7%	5.5%	-3.2%	-2.4%
CC(C)c1ccc2oc(-c3ccc(Cl)c(NC(=O)c4cccs4)c3)nc2c1	.	.	0.1%	7.4%	.	?	.	-17.1%
CCOc1ccc(C2c3[nH]c4ccccc4c3CCN2C(=O)Cc2cccc(OCC)c2OCC)cc1 (centres undefined)	.	.	0.4%	4.4%	.	10.6%	.	-14.3%
COc1cc(CNCCO)cc(Br)c1OCc1ccccc1	6.0%	2.2%	-1.6%	-4.3%	3.8%	6.5%	i	0.5%
CCN(CC)Cc1cc(C(=O)O)c(-c2ccccc2)o1	.	-6.9%	.	-8.7%	9.5%	7.4%	-9.7%	0.3%
Cc1cc(N=Cc2c(O)n(-c3ccc(C)c(C)c3)c(=O)c3ccccc23)no1	7.6%	?	7.0%	-8.9%	1.6%	-3.5%	9.1%	0.4%
CC(C)(C)NC(=O)C(=O)NNC(=O)C12CC3CC(CC(C3)C1)C2	-0.3%	3.7%	-0.9%	-2.5%	-4.7%	1.1%	1.4%	-10.0%
O=C(Nc1ccccc1C(=O)NCc1ccco1)NC1CCCCC1	-5.1%	-2.5%	-8.1%	-2.1%	3.3%	2.5%	-6.6%	-4.4%
COC(=O)c1ccc(C(=O)N(CCN(C)C)c2nc3c(Cl)cccc3s2)cc1	.	2.8%	3.6%	4.8%	-2.2%	3.8%	-9.4%	-2.1%
CCc1ccc(OCCCC(=O)O)c(Br)c1	.	4.0%	-1.9%	-7.2%	11.0%	-1.9%	12.2%	-1.6%
CC(C)(C)C(=O)CC(=O)Nc1ccc(Cl)c(N)c1	2.1%	3.1%	-6.2%	-1.1%	-6.7%	0.2%	-3.3%	-7.1%
